Screening results as filed in PubChem.
HDAC3 inh: HDAC3 deacetylase inhibitors, primary screen, biochemical, fluorescence, cell-free homogeneous; recombinant HDAC3, fluorogenic peptide/trypsin coupled; Histone deacetylase 3 (Homo sapiens), O15379; hit rate 0.15% among 320,000; AID 2718, 2010; inhibition, % at 8.3 µM; in the data active = inhibition above about 26%, passing the limit was not always enough; inconclusive = no clear call, values can overlap the other calls
Target sequence (O15379 whole entry, looked up): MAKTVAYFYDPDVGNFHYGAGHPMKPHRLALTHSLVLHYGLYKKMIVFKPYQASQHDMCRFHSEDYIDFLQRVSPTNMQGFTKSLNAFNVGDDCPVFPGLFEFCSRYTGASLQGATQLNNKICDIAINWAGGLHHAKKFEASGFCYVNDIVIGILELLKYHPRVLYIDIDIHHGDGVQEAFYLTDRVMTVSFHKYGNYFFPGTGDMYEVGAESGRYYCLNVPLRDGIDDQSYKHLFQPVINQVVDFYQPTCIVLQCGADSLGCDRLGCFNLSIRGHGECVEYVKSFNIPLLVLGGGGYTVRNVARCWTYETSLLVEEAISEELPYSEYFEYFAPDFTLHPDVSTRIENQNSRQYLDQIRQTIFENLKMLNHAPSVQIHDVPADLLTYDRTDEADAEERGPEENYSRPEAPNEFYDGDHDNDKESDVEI
aSyn 5UTR inh: MLPCN primary screen, SNCA 5' untranslated region; alpha-synuclein 5'UTR reporter, inhibitor activity; inhibition, % (tested at 7.5 µM); hit rate 0.82% among 300,000; AID 1813, 2009; in the data active = inhibition above about 60%; inconclusive = no clear call, values can overlap the other calls;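 note: H4 neuroglioblastoma cells stably carrying SNCA 5'UTR luciferase fusion; 0% = DMSO wells and 100% = positive control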
KLF5 inhibitor: KLF5 expression inhibitors, primary screen, DLD-1 cells, luminescence; DLD-1 KLF5 promoter-luciferase reporter; inhibition, % at 5 µM; hit rate 0.23% among 290,000; AID 1700, 2009;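 active = inhibition above a per-plate limit of that plate's mean compound inhibition plus 3 SD, cut at about 60% in these data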;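 note: 0% = DMSO wells and 100% = LY294002 at 200 µM; higher means less KLF5 promoter-driven luciferase light; inactives centre near -14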
HSP90 refold inh: HSP90 inhibitors, primary screen, cell lysate, luminescence; Rabbit reticulocyte lysate, luciferase refolding luminescence, 3 h; inhibition, % at 5.6 µM; hit rate 0.91% among 290,000; AID 1789, 2009;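 active = inhibition above the screen-wide mean plus 3 SD, computed separately per campaign, cut at about 16% in these data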;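 note: 0% = DMSO wells and 100% = 60 µM geldanamycin wells; inhibitors lower the luminescence because luciferase stays unfolded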
HIF act: HIF pathway transcriptional activators, primary screen, cell-based, U2OS HRE-luciferase, luminescence; AID 1910, 2009; U2OS HRE-luciferase reporter; normalized: DMSO 0%, desferrioxamine 100%; hit rate 0.32% among 300,000; activation, % at 7.5 µM (by protocol);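 active = mean activation of at least 10% of the iron chelator positive control signal, with at least half of replicates also reaching 10%; inconclusive = mean and replicate majority disagree about reaching 10%; inactive = mean and most replicates under 10%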
HSF1 activator: HSF-1 activators, primary screen, NIH3T3-HGL cells, MG132 stress, luminescence, single point. NIH3T3-HGL HSF-1 luciferase reporter, 8 h; 100% = twice DMSO control signal. activation, % at 9 µM. hit rate 1.7% among 300,000. AID 504408, 2011;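 active = mean replicate activation of at least 50% with a set share of replicates each reaching 50%; inconclusive = only one of those two conditions met; inactive = mean below 50% and too few replicates reaching it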;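 note: 0% = median of the neutral control wells and 100% = twice that signal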
IEC-6 cytotox: cytotoxicity in IEC-6 intestinal epithelial cells, primary screen, cytotoxicity control for KLF5 inhibitor project, cell-based, luminescence; hit rate 0.78% among 290,000; AID 1825, 2009; inhibition, % at 5 µM; IEC-6 cytotoxicity, luminescence viability; in the data active = inhibition above about 22%;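 note: 0% = plate median of test compound wells and 100% = cytotoxic reference compound wells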
Platelet DG rel: inhibitors of platelet dense granule secretion, primary screen, cell-based, MLPCN, human platelets | AID 1663, 2009 | hit rate 0.22% among 300,000 | human platelet-rich plasma, SFLLRN dense granule ATP release, luminescence | inhibition, %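 (compounds screened at 7.5 µM in platelet-rich plasma)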;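 active = mean replicate score, as percent of positive control, at or above 50; inconclusive = mean below 50 but at least one replicate at or above 50; inactive = mean and every replicate below 50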
AI-2 QS modul: Vibrio harveyi AI-2 quorum sensing modulators, primary screen, JMH597 strain, luminescence/OD600 ratio. Vibrio harveyi JMH597 AI-2 luminescence/OD600 ratio, 9 h; stronger effect = lower value; strain lacks LuxN and CqsS sensors; 0 = neutral-control median. activity change, % at 7.5 µM. hit rate 0.4% among 300,000; in the data active = activity change below about -75%, passing the limit was not always enough; inconclusive = no clear call, values can overlap the other calls;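 note: luminescence divided by OD600 gain over 9 h not by final OD600 alone; inactives centre near 13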
HSF1 inh: HSF1 inhibitors in luciferase reporter cells, primary screen, cell-based, NIH3T3, luminescence. hit rate 0.77% among 300,000. NIH3T3-HGL HSE-luciferase, MG132-induced, luminescence 8 h; stronger effect = lower value. activity change, negative = inhibition, % at 7.5 µM (by protocol);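 active = more than half of replicate wells show activity change below -50%, luminescence cut by over half; inconclusive = some wells, but at most half, below -50%; inactive = no replicate well below -50%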;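 note: luciferase reports HSF-1 transcriptional activity via heat shock element; 0% = median of DMSO wells and -100% = zero luminescence signal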
* marks the source's active call; other numbers are inactive results; u = inconclusive; x = no result given. Random draw from the library; overall some 5% were active at least once.

cpd	compound	HIF act	HSF1 activator	aSyn 5UTR inh	IEC-6 cytotox	HSP90 refold inh	AI-2 QS modul	Platelet DG rel	HSF1 inh	KLF5 inhibitor	HDAC3 inh
1	CCC(C)c1ccccc1N1CC(C(=O)NCCc2ccc(OC)c(OC)c2)CC1=O (stereo unspecified)	-0.3	-10	8	x	x	14	-2	-5	x	x
2	CCc1ccccc1NCC(=O)Nc1ccccc1C(=O)OC	0.6	-4	-15	3	1	8	2	2	0	1
3	CCCCn1c(N)c(N(CC)C(=O)CSCc2c(C)noc2C)c(=O)[nH]c1=O	-0.2	4	-2	2	-3	24	-4	-4	-12	0
4	O=c1c2c(nc3n1CCCCC3)-c1ccccc1CC21CCCCC1	-0.3	x	26	1	2	24	-11	x	-37	x
5	COc1ccc(C(C(=O)NC(C)(C)C)N(C(=O)CCC(=O)Nc2cc(C)on2)c2cc(C)cc(C)c2)cc1 (stereo unspecified)	0.3	25	17	11	2	1	4	6	-13	11
6	COc1cc2c(cc1OC)CN(S(=O)(=O)c1cccc(F)c1)CC2	-0.7	8	20	0	-3	0	3	9	-16	1
7	COc1ccc(C)cc1NC(=O)CN(c1ccccc1F)S(C)(=O)=O	0.3	-3	3	5	4	40	21	-6	-36	1
8	Cc1nonc1OCCN1CCN(c2ccccc2[N+](=O)[O-])CC1	0.1	-20	9	0	-2	3	3	-3	-24	3
9	Cc1ccc(N(Cc2cc3ccc(C)cc3[nH]c2=O)C(=O)c2cccs2)cc1	-0.3	-88	6	-8	4	12	0	-85*	-5	1
10	O=C(CSc1nnc(-c2ccccc2)o1)Oc1ccc(Br)cc1	x	-16	4	2	2	-2	3	-13	-16	-1
11	CCCC(C(=O)NCCC(C)C)N(Cc1ccccc1Cl)C(=O)c1snc(C(N)=O)c1N (stereo unspecified)	-0.5	10	17	5	17*	10	8	4	6	1
12	Cn1c(C(=O)N2CCN(Cc3ccc4c(c3)OCO4)CC2)cc2c(=O)n(C)c3ccccc3c21	-0.1	5	6	6	1	7	-5	0	-27	-4
13	O=S(=O)(Nc1cc(Cl)ccc1N1CCCCC1)c1cccs1	0.2	-28	-2	-1	2	0	0	-13	-14	-13
14	CCn1c(CNC(=O)c2ccccc2)nc2ccccc21	0.2	-37	-4	-5	-4	13	6	-24	-17	4
15	Cc1ccc(-c2nc(C#N)c(N3CCC(C(N)=O)CC3)o2)cc1	0.9	-8	7	5	0	0	-6	-9	-26	-5
16	O=C(NCc1ccc(Cl)cc1)c1csc(-c2cccnc2)n1	0.5	-2	1	-1	0	10	1	-12	-11	-5
17	Cc1cccc(NC(=S)N2CCN(c3ccc(F)cc3)CC2)c1	0.3	6	6	5	2	18	-2	2	-10	0
18	CCc1cc2c(=O)n(-c3ccccc3)c(=S)[nH]c2s1	-0.3	6	6	-8	-2	-23	1	-4	-34	-1
19	O=C(NCc1ccccc1)c1ccc(NC(=O)c2ccccc2F)cc1	0.3	0	-37	4	2	14	-14	-2	-58	x
20	COc1ccccc1NC1=C(N2CCCCC2)C(=O)c2ccccc2C1=O	0.5	-18	51	11	5	20	-2	-12	80*	-6
21	CCOc1ccc(OC(=O)c2ccc3c(=O)n4c(nc3c2)CCC4)cc1	0.4	2	-1	x	x	-8	-27	8	x	-7
22	CCCCC(=O)Nc1ccc(C(=O)NCCc2ccc(S(N)(=O)=O)cc2)cc1	0.0	-73	-1	-1	2	8	4	-68*	-3	2
23	Fc1cccc(CO/N=C/c2c(-c3ccccc3)nc3ccc(Cl)cn23)c1	-0.7	14	-5	-2	-3	6	-1	-3	-10	-3
24	O=C(CSc1c[nH]c2ccccc12)NC1CCCC1	0.5	6	-12	-4	-3	20	-4	5	-31	-1
25	COc1cc(NC(=O)COC(=O)/C=C/c2ccccc2Cl)cc(OC)c1	-0.4	22	-52	14	-4	-11	-52	8	-22	1
26	COCCCNC(=O)c1ccc(N2CCOCC2)c(NS(=O)(=O)c2ccc(OC)cc2)c1	-0.2	-7	20	-1	6	25	4	-4	2	1
27	Cc1cc(/C=N/NC(=O)c2cccc([N+](=O)[O-])c2)c(C)n1-c1ccc(Cl)cc1Cl	-0.1	-20	35	6	-1	17	-1	-12	15	10
28	Cc1nc2ccc(S(=O)(=O)NCC(=O)NCc3ccc4c(c3)OCO4)cc2s1	0.0	8	17	-4	-1	18	3	-1	-4	0
29	COc1ccc(NS(=O)(=O)c2ccc(C)cc2)c([N+](=O)[O-])c1	0.2	20	-7	-8	-1	13	-8	9	-9	7
30	Cn1cnnc1SCC(=O)NC(=O)NC1CCCC1	-0.7	-19	-16	-1	-1	2	-1	-7	-41	-9
31	O=c1[nH]c(NCc2ccccc2)nc2c1CCC2	0.0	-15	10	4	2	10	0	-3	-12	-2
32	Cc1onc(-c2c(F)cccc2Cl)c1C(=O)NCCN1CCNC1=O	-0.9	8	-2	5	2	17	3	8	-17	-5
33	COCCN(C(=O)C1CC1)c1nnc(-c2cccc(C)c2)s1	3.0	-7	-39	3	-1	14	11	-4	-22	4
34	Cc1cc(N)nc(SCC(=O)N2C(C)CCCC2C)n1 (stereo unspecified)	-0.7	-4	1	-1	0	20	0	-3	-42	2
35	CCc1cccc2c(C(=O)Cn3nnc(-c4ccc(OC)c(OC)c4)n3)c[nH]c12	-0.7	16	39	4	3	17	-1	9	-39	2
36	Cn1c(COc2ccccc2)nc2ccccc21	0.4	14	-99	-7	2	15	3	14	-78	-1
37	Nc1nnc(CSCc2cccc(Br)c2)s1	1.2	29	-19	4	0	20	-1	2	-26	5
38	Cc1nn(Cc2ccccc2)c(C)c1NC(=O)CSc1nc(-c2ccccc2)nc2c1cnn2-c1ccccc1	-21	-7	-15	-4	-4	14	0	-3	12	x
39	O=C1[C@@H]2[C@H](Cc3ccc(O)cc3)N[C@]3(C(=O)Nc4ccccc43)[C@@H]2C(=O)N1c1ccc(F)cc1	0.0	-23	17	2	1	23	8	-6	1	3
40	Cc1sc2nc(CN3CCN(c4ccc(O)cc4)CC3)[nH]c(=O)c2c1C	-0.5	-2	4	0	-5	21	-9	-4	17	-1
41	COc1ccc(CN2CCC(n3nccc3NC(=O)c3ccc4c(c3)OCO4)CC2)cc1C	-0.9	-1	-9	2	4	3	-8	-5	-42	7
42	Cc1cccc(-n2ncc3c2CCCC3NC(=O)CN2CCCC2=O)c1C (stereo unspecified)	-5.2	10	1	-4	2	13	-9	6	-50	-3
43	CCC(C(=O)OCC(=O)Nc1cc(C)ccc1OC)c1ccccc1 (stereo unspecified)	0.4	5	-23	0	6	8	4	8	-24	19
44	CN=c1sc2ccccc2n1CC(O)c1ccccc1 (stereo unspecified)	-0.1	6	-1	2	2	16	0	4	-13	-1
45	CNS(=O)(=O)c1cc(-c2nnc(Nc3ccc(CC(N)=O)cc3)c3ccccc23)ccc1C	0.1	-17	8	3	3	13	1	-5	-14	3
46	CC(C)(C)n1nnnc1C(c1cccnc1)N1CCN(c2ccccc2F)CC1 (stereo unspecified)	-0.1	-4	18	0	-4	8	-1	-5	-20	-7
47	Cc1cccc(Nc2nc(N)nc(CCl)n2)c1	0.5	48	-53	14	12	13	3	14	20	7
48	CCOc1ccc(CNC(=O)CCCOc2cc(=O)n(C)c3ccccc23)cc1	0.3	11	25	4	4	36	-4	-7	-21	0
49	COC(=O)c1ccc2c(=O)[nH]c(COC(=O)c3c(-c4ccccc4Cl)noc3C)nc2c1	-0.1	13	-8	x	x	5	14	3	x	3
50	O=C(CN(C(=O)c1csnn1)c1ccc(F)cc1)NCCc1ccccc1	-0.2	7	-1	6	1	13	-1	-2	-21	u

(more compounds)
cpd	compound	HIF act	HSF1 activator	aSyn 5UTR inh	IEC-6 cytotox	HSP90 refold inh	AI-2 QS modul	Platelet DG rel	HSF1 inh	KLF5 inhibitor	HDAC3 inh
51	OCC#Cc1ncc(C(F)(F)F)cc1Cl	-0.2	16	26	-2	-4	20	0	-5	-1	-1
52	CCCc1cc(=O)oc2c(C)c(OCC(=O)N3CCC(C(=O)O)(c4ccccc4)CC3)ccc12	-0.4	0	3	-5	-4	17	1	-4	6	-12
53	COC(=O)Cc1c(C)nc2nc(-c3cccnc3)[nH]n2c1=O	0.2	16	10	1	0	1	-7	7	-2	0
54	Oc1ccc(Br)cc1/C=N/Nc1ncc(-c2ccccc2)cn1	-0.2	11	42	-4	0	30	15	5	-21	0
55	CCCCc1nnc(NC(=O)CSCc2cc(=O)n3cc(C)sc3n2)s1	-0.5	14	9	-4	0	10	0	7	-27	2
56	O=C(O)c1ccc(S(=O)(=O)c2ccc3c(c2)C(=O)N(NC(=O)c2ccc(O)cc2)C3=O)cc1	0.1	-16	19	-3	0	22	-3	-8	5	-4
